# Bioassay records (PubChem BioAssay)
# miR-122 sensor = miR-122 inhibition in Huh7 cells; activation (reporter increase), % at 12.5 µM; 0.3% of 340,000 active; Huh7 miR-122 Renilla luciferase sensor, 48 h; neutral wells = 0, positive control = 100;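 active = mean replicate activation score at least 90 and every replicate individually at or above 90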;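 note: higher luciferase means less miR-122 activity so hits act as miR-122 inhibitors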
# PGC1a acetyl inh = modulators of PGC1a acetylation. U2OS PGC1a acetylation, AlphaScreen anti-acetyl-lysine; with virally co-expressed GCN5 acetyltransferase. inhibition, % at 15.6 µM. 0.17% of 350,000 active. AID 651687;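 active = every replicate shows inhibition of at least 40%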;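 note: 0% = neutral control wells and 100% = positive control wells; some results beyond the cut were filed as inactive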
# ERAP1 inh = inhibitors of human ERAP1 aminopeptidase | Q9NZ08 | recombinant ERAP1, Leu-AMC fluorescence, 60 min | inhibition, % at 10.7 µM | 0.15% of 340,000 active | AID 652197;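 active = mean replicate inhibition of at least 30%, or all replicates individually reaching that 30% level; inactive = mean below 30% and not every replicate reaching it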;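 note: 0% = neutral control wells and 100% = L-leucinethiol positive control wells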
# Target sequence (Q9NZ08 whole entry, looked up): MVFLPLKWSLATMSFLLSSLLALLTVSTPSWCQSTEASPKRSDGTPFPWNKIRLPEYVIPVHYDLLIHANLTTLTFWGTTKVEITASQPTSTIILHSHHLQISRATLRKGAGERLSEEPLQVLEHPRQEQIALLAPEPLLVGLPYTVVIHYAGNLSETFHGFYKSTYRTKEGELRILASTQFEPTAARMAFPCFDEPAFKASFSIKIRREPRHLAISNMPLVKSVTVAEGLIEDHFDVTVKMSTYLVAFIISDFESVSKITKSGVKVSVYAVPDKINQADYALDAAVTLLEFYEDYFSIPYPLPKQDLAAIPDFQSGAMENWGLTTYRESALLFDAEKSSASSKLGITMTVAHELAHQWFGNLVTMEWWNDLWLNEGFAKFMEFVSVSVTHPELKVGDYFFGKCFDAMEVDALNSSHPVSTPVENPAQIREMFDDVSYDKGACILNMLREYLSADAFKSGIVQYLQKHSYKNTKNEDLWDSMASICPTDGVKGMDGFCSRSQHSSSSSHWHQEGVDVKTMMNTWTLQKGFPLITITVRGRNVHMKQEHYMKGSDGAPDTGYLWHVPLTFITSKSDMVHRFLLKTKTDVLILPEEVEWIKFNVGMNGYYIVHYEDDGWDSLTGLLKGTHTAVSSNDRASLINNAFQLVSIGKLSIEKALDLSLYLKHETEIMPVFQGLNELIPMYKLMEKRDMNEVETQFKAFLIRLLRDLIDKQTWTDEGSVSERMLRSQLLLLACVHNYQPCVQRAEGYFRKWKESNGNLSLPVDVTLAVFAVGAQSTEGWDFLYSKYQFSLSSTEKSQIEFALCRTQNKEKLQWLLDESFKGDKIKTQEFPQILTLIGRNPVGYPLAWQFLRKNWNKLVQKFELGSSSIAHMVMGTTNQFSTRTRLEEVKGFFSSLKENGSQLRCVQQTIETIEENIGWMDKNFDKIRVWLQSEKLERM
# RAD52 anneal inh = blocks human RAD52 DNA annealing; AID 651710; inhibition, % at 18.7 µM; 0.46% of 360,000 active; recombinant RAD52 DNA annealing, FRET fluorescence; P43351;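 active = every replicate showing at least 50% inhibition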
# RAD54 inh = blocks human RAD54 Holliday junction branch migration; Q92698; 0.14% of 360,000 active; FAM/BHQ fluorescence; inhibition, % at 10.4 µM; AID 602329;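 active = mean normalized replicate activity at least 40 and at least half of replicates scoring 40 or more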;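 note: 0% = median of neutral control wells and 100% = median of positive control wells; inhibitors cause a drop in the FAM fluorescence signal; in these data hits start at about 50%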
# Cneo AK release = Cryptococcus neoformans lysis via adenylate kinase release; C. neoformans lysis, adenylate kinase release luminescence, 4 h; normalised: neutral wells 0, clomiphene wells 100; 0.2% of 360,000 active; lysis activity, % at 15 µM; AID 651654;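 active = mean lysis activity across replicates of at least 80%, whatever share of replicates individually reach that level; inactive = mean lysis activity below 80%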
#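 Test system: log-phase Cryptococcus neoformans yeast cells. Input: 5 × 10^6 yeast cells/mL. Medium: fresh YPD growth medium. Doses: single dose. Incubation: static 4 h at 37 °C with compound, 1 h detection. Measured by: luminescent adenylate kinase detection reagent. Read-out: signal increase indicating cell lysis. Benchmarks: Clomiphene.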
# PglD DTNB = PglD (C. jejuni) enzyme inhibition | purified PglD enzyme, DTNB colorimetric CoA detection | inhibition, % at 12.5 µM | 0.098% of 360,000 active | AID 602405; in the data active = inhibition above about 16%, passing the limit was not always enough; note: strong numbers were not always called active
# E-selectin induc = E-selectin induction on HUVECs; P16581; HUVEC E-selectin immunofluorescence imaging; normalized: neutral wells 0, TNF-alpha wells 100; activation, % at 7.58 µM; 0.37% of 260,000 active; AID 686992;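 active = mean E-selectin-positive cell signal at least 10% of the positive control, reached in at least 60% of replicates, without over 20% cell loss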;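 note: in these data hits start at about 27%; measured in HUVEC primary endothelial cells; signal is the percent of cells scored E-selectin positive by PE staining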
#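 Test system: HUVEC | Signal: Immunofluorescence imaging | Read-out: Percent E-selectin-positive cells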
# * hit, by the source's call; x = no result given; [ ] = dose if it differs, or a comment. Compounds as they come; overall some 1.4% were active at least once.
SMILES,miR-122 sensor,PGC1a acetyl inh,ERAP1 inh,RAD52 anneal inh,RAD54 inh,Cneo AK release,PglD DTNB,E-selectin induc
CC1CCN(C(=O)CSc2nc3c(c(=O)n2C)SC(C)C3)CC1 (stereo not drawn),x,x,-2,-9,1,-1,3,-0.5
COc1ccc2[nH]c3c(c2c1)CCN1C(=O)C(CC(=O)NCC24CC5CC(CC(C5)C2)C4)C[C@H](C(=O)N(C(C)C)C(C)C)[C@@]31C (stereo partly drawn),-9,x,6,-6,3,2,-4,-0.2
COc1ccc(NC(=O)CNCc2cccs2)c(OC)c1,x,4,0,-3,11,-3,2,0.4
Cc1c(C(=O)NCc2ccc3c(c2)OCCO3)sc(=O)n1Cc1ccccc1C#N,x,x,x,-22,-15,-2,-6,x
CC(C)(C)NC(=O)C(c1ccc(O)cc1)N(C(=O)CCC(=O)Nc1ccccn1)c1ccc(F)cc1 (stereo not drawn),-4,2,1,-16,3,3,0,0.0
CCCCOc1cc(=O)[nH]c(=O)[nH]1,-9,1,x,x,0,11,3,x
COc1ccc(/C=N/N=C2/NC(=O)C(CC(=O)O)S2)cc1OS(=O)(=O)c1ccccc1 (stereo not drawn),-4,-5,-15,-9,-1,-4,-1,x
CCN(CC)S(=O)(=O)c1ccc2oc(Nc3ccccc3)nc2c1,12,x,1,-17,-3,-1,-2,x
CCN(C(=O)COC(=O)c1cccc(C)c1[N+](=O)[O-])c1c(N)n(Cc2ccccc2)c(=O)[nH]c1=O,1,-5,0,1,-10,0,1,-2.2
Cc1ccc2c(=O)cc(C(=O)NCCc3ccc(S(N)(=O)=O)cc3)oc2c1C,-18,5,1,-5,-2,-6,13,x
CCCc1nc(SCC(=O)O)c2sc(=S)n(-c3ccccc3)c2n1,x,-1,-1,-13,-1,2,-4,-0.1
O=S(=O)(c1ccccc1F)N1CC[C@H]2[C@H](CO)Nc3ccc(C4=CCCCC4)cc3[C@H]21,0[16.7 µM],4,-3,-5,5,-3,0,-0.4
CC1Cc2ccccc2N1S(=O)(=O)c1c(N)n(C)c(=O)n(C)c1=O (stereo not drawn),3,x,1,-21,2,-1,3,x
C[C@H]1CCCCO[C@H](CN(C)C(=O)C2CCCCC2)[C@@H](C)CN([C@@H](C)CO)C(=O)c2cc(NS(=O)(=O)c3ccc(F)cc3)ccc2O1,6[16.7 µM],-2,2,2,-7,4,-1,-0.1
COCCNC(=O)C1=NOC(Cn2cc(C#N)c(=O)n(C)c2=O)C1 (stereo not drawn),0,-1,-5,-15,-1,1,-4,x
NC(=O)c1ccc(NC(=O)COC(=O)CCN2C(=O)c3ccccc3C2=O)cc1,-7,3,3,-24,12,-1,0,x
Cc1nc(-c2ccc([N+](=O)[O-])cc2)nc2[nH]ccc(=O)c12,1,0,-4,-10,7,1,-3,-1.7
C[C@H](CO)N1C[C@H](C)[C@@H](CN(C)C(=O)Nc2ccc(C(F)(F)F)cc2)Oc2ccc(NC(=O)Nc3cccc4ccccc34)cc2CC1=O,-5[16.7 µM],15,-3,10,-3,-1,-1,15
COC(=O)CN1C(=O)Nc2ccc(C)cc2C1c1ccccc1 (stereo not drawn),x,-14,16,-10,x,x,x,2.2
CCOC(=O)c1sc2c(c1C)c(=O)n(CCO)c(=O)n2Cc1ccccc1,-13,0,2,-5,-7,-1,5,-0.2
O=C(CN1c2ccccc2Sc2ccccc21)NNC(=O)Nc1ccc(Cl)c(Cl)c1,6,-9,-2,-10,9,-3,-3,0.8
O=C1NC[C@H](Cc2ccc(O)cc2)N(C[C@H]2CCCN2C[C@H](Cc2ccccc2)N2C[C@H](Cc3ccccc3)N(CCc3ccccc3)C(=O)C2=O)C1=O,3,4,-2,5,10,-1,5,-0.1
O=C(CCCC(=O)OCC(Cl)=C(Cl)Cl)Nc1ccccc1F,1,4,-1,-7,-5,1,1,x
Cc1c(C(=O)Nc2ccc(-c3nnc4n3CCCCC4)cc2)oc2ccc(Br)cc12,-8,12,x,x,-1,9,4,x
C[C@@H]1CN([C@@H](C)CO)C(=O)c2cc(/C=C/c3ccccc3)cnc2O[C@H]1CN(C)C(=O)CN(C)C,-1[16.7 µM],2,1,-17,3,5,-3,-0.2

# Looked up by structure from the entries so far, 3 records:
SMILES,miR-122 sensor,PGC1a acetyl inh,ERAP1 inh,RAD52 anneal inh,RAD54 inh,Cneo AK release,PglD DTNB,E-selectin induc
O=C1NC[C@H](Cc2ccc(O)cc2)N(C[C@H]2CCCN2C[C@H](Cc2ccccc2)N2C[C@H](Cc3ccccc3)N(CCc3ccccc3)C(=O)C2=O)C1=O,3,4,-2,5,10,-1,5,-0.1
O=C(CCCC(=O)OCC(Cl)=C(Cl)Cl)Nc1ccccc1F,1,4,-1,-7,-5,1,1,x
COC(=O)CN1C(=O)Nc2ccc(C)cc2C1c1ccccc1 (stereo not drawn),x,-14,16,-10,x,x,x,2.2

# Sorted by length of the SMILES (highest first): 7 of the compounds above.
SMILES,miR-122 sensor,PGC1a acetyl inh,ERAP1 inh,RAD52 anneal inh,RAD54 inh,Cneo AK release,PglD DTNB,E-selectin induc
C[C@H](CO)N1C[C@H](C)[C@@H](CN(C)C(=O)Nc2ccc(C(F)(F)F)cc2)Oc2ccc(NC(=O)Nc3cccc4ccccc34)cc2CC1=O,-5[16.7 µM],15,-3,10,-3,-1,-1,15
COc1ccc(/C=N/N=C2/NC(=O)C(CC(=O)O)S2)cc1OS(=O)(=O)c1ccccc1 (stereo not drawn),-4,-5,-15,-9,-1,-4,-1,x
O=C(CN1c2ccccc2Sc2ccccc21)NNC(=O)Nc1ccc(Cl)c(Cl)c1,6,-9,-2,-10,9,-3,-3,0.8
Cc1c(C(=O)NCc2ccc3c(c2)OCCO3)sc(=O)n1Cc1ccccc1C#N,x,x,x,-22,-15,-2,-6,x
Cc1nc(-c2ccc([N+](=O)[O-])cc2)nc2[nH]ccc(=O)c12,1,0,-4,-10,7,1,-3,-1.7
CC1Cc2ccccc2N1S(=O)(=O)c1c(N)n(C)c(=O)n(C)c1=O (stereo not drawn),3,x,1,-21,2,-1,3,x
COC(=O)CN1C(=O)Nc2ccc(C)cc2C1c1ccccc1 (stereo not drawn),x,-14,16,-10,x,x,x,2.2

# Carrying on.
SMILES,miR-122 sensor,PGC1a acetyl inh,ERAP1 inh,RAD52 anneal inh,RAD54 inh,Cneo AK release,PglD DTNB,E-selectin induc
COc1ccc(N2CCN(C(=O)COc3ccc(S(=O)(=O)N4CCOCC4)cc3C)CC2)cc1,-6,6,-1,-23,4,-1,3,x
COc1ccc(-c2c(C#Cc3ccsc3)c3cc(-c4ccc5[nH]ccc5c4)ccc3n2C)cc1,17,-1,5,-19,2,-2,-1,0.0
COCCNC(=O)C1(C)CCCN(C(=O)c2cc(C)on2)C1 (stereo not drawn),-1,1,-1,4,-2,0,-1,0.0
CCOC(=O)CSc1nc2nc(Cl)c(Cl)nc2[nH]1,x,x,-1,-10,-3,3,-6,x
CN(C)S(=O)(=O)c1ccc(C(=O)Nc2cccc(S(=O)(=O)NC3=NCCC3)c2)cc1,0,-7,2,-19,-3,0,2,0.9
O=C(Nc1ncccn1)c1ccc([N+](=O)[O-])cc1[N+](=O)[O-],-3,1,x,-2,7,1,-1,x
COc1cccc(C2NC(=O)NC(C)=C2C(=O)Nc2cc(OC)ccc2OC)c1 (stereo not drawn),-1,7,x,x,-6,0,-4,x
O=C(N[C@H]1CC[C@H](CCNS(=O)(=O)Cc2ccccc2)O[C@@H]1CO)c1cnccn1,-2[16.7 µM],6,0,11,4,26,17,0.0
CCNC(=O)C[C@@H]1CC[C@H]2[C@@H](COC[C@@H](O)CN2C(=O)C2CCCC2)O1,6[16.7 µM],11,1,-21,-6,1,-2,0.1
Cc1n[nH]c(=S)n(/N=C/c2cccs2)c1=O,-9,30,x,7,-13,-6,4,0.2
Cc1noc(C)c1CSc1nc2ccccc2c(=O)n1-c1ccccc1,99*,-12,x,x,-19,-1,0,x
Cc1n[nH]c(=O)c2c1nnn2Cc1ccc(F)cc1,-3,11,-5,-11,-12,-1,-2,0.0
CC(=O)Nc1ccc(S(=O)(=O)NCCC(=O)OCC(=O)c2ccccc2)cc1,8,-2,-7,-11,x,x,x,-0.1
Cc1nc2nc(SCC(=O)NCCCN3CCCC(C)C3)nn2c(C)c1Cc1ccccc1Cl (stereo not drawn),-3,-11,-2,-24,-8,1,2,x
CC(=O)N=c1c(C#N)cc2c(=O)n3cccc(C)c3nc2n1Cc1ccco1,-6,17,13,-15,3,1,-3,1.4
C[C@@H]1CN([C@H](C)CO)C(=O)c2cccc(NC(=O)Nc3ccccc3)c2O[C@@H]1CN(C)C(=O)Nc1ccc2c(c1)OCO2,-5[16.7 µM],4,2,9,2,-1,3,-0.5
O=C(Nc1ccc(S(=O)(=O)N2CCCC2)cc1)c1cccc(OC(F)F)c1,0,x,1,-6,0,-1,3,x
CC(C)C(CO)N1CCN(Cc2ccccc2)CCC1=O (stereo not drawn),0,x,x,-69,-13,4,-2,0.6
CCCCCCN1CCN(C2CN(C3CCCCC3)S(=O)(=O)C2)CC1 (stereo not drawn),-6,9,5,3,-4,3,-3,0.1
O=S(=O)(CCNCCc1ccccc1)NCc1ccccc1,-7,1,0,-22,-8,3,-5,-0.6
CCn1cnnc1SCC(=O)c1c(N)n(C2CC2)c(=O)[nH]c1=O,x,x,3,-5,-1,-1,3,x
CCCN1C[C@@H](C)[C@@H](OC)CN(C)C(=O)c2ccc(NC(=O)c3ccccc3)cc2OC[C@H]1C,-12[16.7 µM],-8,2,-8,6,-3,1,0.0
CCc1nc2c(OCCOc3ccc(F)cc3)cccn2c1N(C)C(=O)c1ccccc1F,-12,x,0,-93,-3,-1,1,0.3
[O-][n+]1c2ccccc2cc2ccccc21,x,x,-38,-25,35,-5,1,x
CCOC(=O)c1cc(S(=O)(=O)N2CCN(C(=O)OCC)CC2)cn1C,2,-7,x,x,-7,3,2,x
SMILES,miR-122 sensor,PGC1a acetyl inh,ERAP1 inh,RAD52 anneal inh,RAD54 inh,Cneo AK release,PglD DTNB,E-selectin induc
Cc1nn(CC(=O)N(CC(C)C)C2CCS(=O)(=O)C2)c(C)c1[N+](=O)[O-] (stereo not drawn),-5,-5,-2,-4,-3,0,-4,2.7
CCN(CC)C(=O)Oc1ccc2c(=O)c(-c3ccc(OC)cc3)c(C)oc2c1,-10,14,x,x,-5,3,0,x
C[C@H](CO)N1C[C@H](C)[C@H](CN(C)S(=O)(=O)c2ccccc2)Oc2c(NS(=O)(=O)c3ccccc3)cccc2C1=O,26[16.7 µM],8,3,-3,-1,-1,0,0.2
COc1ccccc1NC(=O)CSC1=NC(=O)C(Cc2ccccc2)C(=O)N1 (stereo not drawn),x,x,1,-6,2,3,0,x
COCC#Cc1cnc2c(c1)C(=O)N([C@H](C)CO)C[C@H](C)[C@H](CN(C)S(=O)(=O)c1ccccc1)O2,-7[16.7 µM],-18,1,9,6,5,3,0.2
C[C@H]1CN([C@@H](C)CO)C(=O)Cc2cc(NS(=O)(=O)c3ccccc3)ccc2O[C@@H]1CN(C)Cc1ccc(C(F)(F)F)cc1,-3[16.7 µM],1,-2,12,-3,2,3,0.0
C[C@H]1CN([C@@H](C)CO)C(=O)Cc2cc(NS(=O)(=O)c3ccc(F)cc3)ccc2O[C@H]1CN(C)S(=O)(=O)c1ccccc1,-8[16.7 µM],10,1,-4,1,-1,-3,0.1
